# TcdB GH inh: blocks C. difficile toxin B glycohydrolase activity. AID 652162. 350,000 tested, 0.24% active. TcdB glycohydrolase enzymatic assay, plate reader. inhibition, % at 9.99 µM. P18177; in the data active = inhibition above about 10%
# Target sequence (P18177 whole entry, looked up): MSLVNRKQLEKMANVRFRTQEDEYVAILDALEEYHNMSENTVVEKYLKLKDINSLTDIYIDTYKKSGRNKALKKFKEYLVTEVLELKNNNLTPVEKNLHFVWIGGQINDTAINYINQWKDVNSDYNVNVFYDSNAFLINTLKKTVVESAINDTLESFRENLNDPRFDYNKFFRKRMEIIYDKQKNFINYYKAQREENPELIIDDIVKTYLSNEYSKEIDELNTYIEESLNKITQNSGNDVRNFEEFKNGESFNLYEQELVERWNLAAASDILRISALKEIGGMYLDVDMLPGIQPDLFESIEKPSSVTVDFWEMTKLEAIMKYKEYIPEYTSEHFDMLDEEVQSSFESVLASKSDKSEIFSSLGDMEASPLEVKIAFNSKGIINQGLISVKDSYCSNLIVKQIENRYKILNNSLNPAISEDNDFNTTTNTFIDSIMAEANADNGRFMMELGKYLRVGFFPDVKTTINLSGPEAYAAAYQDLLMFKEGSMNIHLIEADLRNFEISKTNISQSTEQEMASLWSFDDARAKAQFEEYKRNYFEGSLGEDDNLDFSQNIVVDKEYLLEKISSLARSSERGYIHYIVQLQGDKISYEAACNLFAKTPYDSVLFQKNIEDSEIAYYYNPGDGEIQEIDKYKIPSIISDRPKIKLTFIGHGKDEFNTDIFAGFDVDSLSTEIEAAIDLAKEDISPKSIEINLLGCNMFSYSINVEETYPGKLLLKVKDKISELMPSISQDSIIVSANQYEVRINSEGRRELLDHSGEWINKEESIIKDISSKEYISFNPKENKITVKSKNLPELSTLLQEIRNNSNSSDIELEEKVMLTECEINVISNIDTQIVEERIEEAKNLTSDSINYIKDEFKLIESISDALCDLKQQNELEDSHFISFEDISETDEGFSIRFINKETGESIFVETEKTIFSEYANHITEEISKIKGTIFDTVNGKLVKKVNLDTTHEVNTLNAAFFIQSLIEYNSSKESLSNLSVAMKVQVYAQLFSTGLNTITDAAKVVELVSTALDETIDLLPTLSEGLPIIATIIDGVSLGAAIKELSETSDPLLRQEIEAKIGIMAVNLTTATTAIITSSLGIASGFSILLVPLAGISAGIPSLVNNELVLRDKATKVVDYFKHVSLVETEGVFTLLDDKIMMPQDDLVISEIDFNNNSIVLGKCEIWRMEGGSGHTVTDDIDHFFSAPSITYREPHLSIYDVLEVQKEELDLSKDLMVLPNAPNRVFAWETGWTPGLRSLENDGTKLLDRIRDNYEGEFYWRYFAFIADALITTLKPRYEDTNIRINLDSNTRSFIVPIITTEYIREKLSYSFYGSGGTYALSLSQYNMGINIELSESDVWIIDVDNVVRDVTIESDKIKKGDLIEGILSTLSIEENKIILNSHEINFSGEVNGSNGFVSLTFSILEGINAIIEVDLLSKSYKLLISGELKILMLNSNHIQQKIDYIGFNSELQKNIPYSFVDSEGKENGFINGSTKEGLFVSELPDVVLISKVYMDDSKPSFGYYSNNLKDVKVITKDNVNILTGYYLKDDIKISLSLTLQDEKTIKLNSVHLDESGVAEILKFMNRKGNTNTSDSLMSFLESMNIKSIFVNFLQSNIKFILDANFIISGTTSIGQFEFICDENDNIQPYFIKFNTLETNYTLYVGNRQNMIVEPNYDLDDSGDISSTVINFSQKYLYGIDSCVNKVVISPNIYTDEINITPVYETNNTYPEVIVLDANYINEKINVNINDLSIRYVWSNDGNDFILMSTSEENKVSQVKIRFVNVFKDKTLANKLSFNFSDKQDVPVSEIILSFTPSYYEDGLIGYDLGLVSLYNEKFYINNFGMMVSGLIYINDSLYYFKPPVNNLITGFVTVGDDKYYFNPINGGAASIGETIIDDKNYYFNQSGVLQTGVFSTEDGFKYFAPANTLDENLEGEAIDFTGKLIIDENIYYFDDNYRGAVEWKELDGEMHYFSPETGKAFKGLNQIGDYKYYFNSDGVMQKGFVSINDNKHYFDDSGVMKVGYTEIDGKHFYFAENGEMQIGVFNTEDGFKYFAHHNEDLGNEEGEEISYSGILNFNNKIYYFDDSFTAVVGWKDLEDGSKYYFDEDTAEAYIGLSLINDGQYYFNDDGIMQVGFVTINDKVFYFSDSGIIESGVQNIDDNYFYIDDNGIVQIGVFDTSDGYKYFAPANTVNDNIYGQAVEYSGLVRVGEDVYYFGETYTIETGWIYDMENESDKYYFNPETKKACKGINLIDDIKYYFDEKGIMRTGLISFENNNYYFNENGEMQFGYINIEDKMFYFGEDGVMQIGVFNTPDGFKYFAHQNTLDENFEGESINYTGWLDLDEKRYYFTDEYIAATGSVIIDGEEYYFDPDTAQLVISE
# An asterisk follows results filed as active; & = joins results of further samples. These rows are one share of the data. The share of hits here may be higher or lower than overall.
SMILES,TcdB GH inh
COc1cccc(S(=O)(=O)N2C[C@@H](O)COC[C@@H]3O[C@H](CC(=O)N4CCOCC4)CC[C@H]32)c1,0.3
O=C(C[C@@H]1C[C@H]2c3cc(NC(=O)C4CCOCC4)ccc3O[C@H]2[C@H](CO)O1)NCc1ccc2c(c1)OCO2,0.6
COCC#Cc1cnc2c(c1)C(=O)N([C@@H](C)CO)C[C@H](C)[C@H](CN(C)S(=O)(=O)c1cccc(OC)c1)O2,0.0
CO[C@@H]1CN(C)C(=O)c2ccc(NC(=O)Cc3ccccc3)cc2OC[C@@H](C)N(C)C[C@@H]1C,0.4
COc1ccccc1-c1ccc2c(c1)O[C@@H](CN(C)S(=O)(=O)c1ccccc1)[C@@H](C)CN([C@@H](C)CO)S2(=O)=O,-1.6
C[C@@H]1CN([C@H](C)CO)C(=O)c2cccc(NC(=O)Nc3ccc(F)cc3)c2O[C@@H]1CN(C)Cc1ccccc1,-1.6
Cc1noc(C)c1NC(=O)N(C)C[C@H]1Oc2ccc(NC(=O)CCC(F)(F)F)cc2C(=O)N([C@@H](C)CO)C[C@H]1C,0.5
O=C(CC(F)(F)F)N1C[C@@H]2[C@H](c3ccccc31)[C@H](CO)N2C(=O)c1ccncc1,-0.8
C[C@@H]1CCCCO[C@@H](CN(C)Cc2ccc(C(=O)O)cc2)[C@H](C)CN([C@H](C)CO)C(=O)c2cc(NC(=O)Nc3ccccc3)ccc2O1,-5.9
C[C@@H]1CN([C@H](C)CO)C(=O)c2cccc(NC(=O)Nc3ccc(F)cc3)c2O[C@@H]1CN(C)S(=O)(=O)c1cccs1,0.1
CC(C)NC(=O)N(C)C[C@@H]1Oc2c(NC(=O)C3CCOCC3)cccc2C(=O)N([C@@H](C)CO)C[C@@H]1C,1.3
C[C@H](CO)N1C[C@H](C)[C@@H](CN(C)C(=O)c2ccncc2)Oc2cc(C3=CCCCC3)ccc2S1(=O)=O,0.1
CC(C)NC(=O)Nc1cccc2c1O[C@H](CN(C)C(=O)Nc1ccc(F)cc1)[C@H](C)CN([C@H](C)CO)C2=O,-0.3
O=C(Nc1cccc(Cl)c1)N[C@H]1CC[C@H](CCn2cc(Cc3ccccc3)nn2)O[C@@H]1CO,-1.5
C[C@H](CO)N1C[C@H](C)[C@@H](CN(C)C(=O)Nc2ccc(F)cc2)Oc2cc(C#CC3(O)CCCC3)ccc2S1(=O)=O,1.3
CCC(=O)N(C)C[C@H]1Oc2cc(C#Cc3ccccn3)ccc2S(=O)(=O)N([C@H](C)CO)C[C@@H]1C,-0.8
CCN1[C@@H]2Cn3c(ccc(C4=CCCC4)c3=O)[C@H]1[C@@H](C(=O)NC1CCCC1)[C@@H]2CO,-1.0
COc1ccc2c3c(n(C)c2c1)[C@@H](CO)N(C(=O)NC(C)C)CC31CCN(CC2CCCC2)CC1,0.6
C[C@@H]1CCCCO[C@H](CN(C)S(=O)(=O)c2ccccc2)[C@H](C)CN([C@@H](C)CO)C(=O)c2cc(NS(=O)(=O)c3cn(C)cn3)ccc2O1,1.6
O=C(Nc1ccc2c(c1)[C@H]1C[C@H](CC(=O)N3CCCCC3)O[C@H](CO)[C@H]1O2)c1ccc2c(c1)OCO2,1.9
C[C@H]1CN([C@@H](C)CO)C(=O)Cc2cc(NC(=O)NC3CCCCC3)ccc2O[C@@H]1CN(C)Cc1ccc(-c2ccccc2)cc1,0.9
C[C@H]1CN([C@@H](C)CO)C(=O)c2cc(-c3ccccc3)cnc2O[C@H]1CN(C)C(=O)Nc1ccc2c(c1)OCO2,-0.4
COCC(=O)N(C)C[C@@H]1Oc2cc(C#Cc3cccnc3)ccc2S(=O)(=O)N([C@H](C)CO)C[C@@H]1C,0.5
C=CCNC(=O)[C@@H]1[C@H]2C(=O)O[C@H](c3ccccc3)[C@H](c3ccccc3)N2[C@H](c2ccccc2OCCO)[C@@]12C(=O)N(C(=O)OCCOC)c1ccccc12,-0.1
C[C@H](O)C#Cc1ccc2c(c1)O[C@H](CN(C)C(=O)CN(C)C)[C@@H](C)CN([C@@H](C)CO)S2(=O)=O,2.9

# (further entries)
SMILES,TcdB GH inh
CC(C)NC(=O)N1[C@@H](CO)[C@@H](c2ccccc2)C12CN(C(=O)Cc1cccnc1)C2,-12
O=C(C[C@H]1C=C[C@H](NC(=O)Nc2ccccc2F)[C@@H](CO)O1)NCc1ccc(Cl)cc1,0.7
O=C(C[C@@H]1C=C[C@@H](NC(=O)c2cccc(F)c2)[C@H](CO)O1)NCc1ccc(Oc2ccccc2)cc1,-1.2
O=C(N[C@@H]1CC[C@@H](CCNS(=O)(=O)c2ccccc2Cl)O[C@H]1CO)c1ccc(F)cc1,-0.2
Cc1noc(C)c1NC(=O)N(C)C[C@@H]1Oc2ccc(NC(=O)NC(C)C)cc2CC(=O)N([C@@H](C)CO)C[C@H]1C,-0.4
COc1ccc2c3c(n(C)c2c1)[C@@H](CO)N(C(=O)c1ccc(F)cc1)CC31CN(C(=O)Nc2ccc(F)cc2)C1,0.0
CC(C)C#Cc1ccc2c(c1)O[C@H](CN(C)C(=O)c1ccccc1)[C@H](C)CN([C@H](C)CO)S2(=O)=O,0.0
C[C@@H]1CN([C@H](C)CO)C(=O)c2cccc(N(C)C)c2O[C@@H]1CN(C)Cc1ccccc1,-4.5
O=C(C[C@H]1C=C[C@H](NC(=O)Nc2cc(F)ccc2F)[C@H](CO)O1)NCCCN1CCOCC1,0.1
N#Cc1cccc(-c2ccc(C3[C@H]4CNC[C@@H]3N4Cc3ccc4c(c3)OCO4)cc2)c1 (stereo not given in full),0.3&0.7
CCN1[C@@H]2Cn3c(ccc(C4=CCCCC4)c3=O)[C@H]1[C@@H](C(=O)NC1Cc3ccccc3C1)[C@@H]2CO,-0.9
C[C@@H]1CN([C@@H](C)CO)C(=O)c2cc(C#CC3CC3)cnc2O[C@H]1CN(C)S(=O)(=O)c1cccc(F)c1,2.9
O=C(NCc1cccc(F)c1)[C@@H]1[C@@H](CO)[C@@H]2Cn3c(cccc3=O)[C@H]1N2,0.5
CC(C)NC(=O)NCC[C@H]1CC[C@H](NS(=O)(=O)c2ccc(-c3ccccc3)cc2)[C@H](CO)O1,-2.7
C[C@@H]1CN([C@H](C)CO)C(=O)c2cccc(NS(=O)(=O)c3ccc(F)cc3)c2O[C@@H]1CN(C)S(=O)(=O)c1ccc(F)cc1,0.2
C[C@@H](NC(=O)C[C@H]1CC[C@@H]2[C@H](COC[C@@H](O)CN2Cc2ccc(C(F)(F)F)cc2)O1)c1ccccc1,-0.2
C[C@H](CO)N1C[C@H](C)[C@H](CN(C)C(=O)Nc2ccc3c(c2)OCO3)Oc2ncc(-c3cccc(C(F)(F)F)c3)cc2C1=O,1.8
CCCN1C[C@@H](C)[C@@H](OC)CN(C)C(=O)c2ccc(NC(=O)COC)cc2OC[C@@H]1C,-5.1
CO[C@@H]1CN(C)C(=O)c2ccc(NC(=O)c3cnccn3)cc2OC[C@H](C)N(CC2CC2)C[C@H]1C,0.7
C=CCN1C(=O)[C@@]2(O[C@@H](CCn3cc(CCO)nn3)[C@H]([Si](C)(C)c3ccc(OC)cc3)[C@H]2C)c2cc(N3CCOC3=O)ccc21,1.9
O=C1CN(S(=O)(=O)Cc2ccccc2)C[C@H]2[C@H](c3ccc(C#Cc4ccccc4)cc3)[C@H](CO)N12,0.4
O=C1[C@H](Cc2ccccc2)CCn2cc(nn2)COCC2CCCN12 (stereo not given in full),-0.2
CC(=O)N(C)C[C@@H]1[C@H](c2ccc(-c3cccnc3)cc2)[C@H](CO)N1C(=O)C1CC1,0.4
C[C@H](CO)N1C[C@H](C)[C@@H](CN(C)Cc2ccncc2)Oc2ccc(NC(=O)Nc3ccc4c(c3)OCO4)cc2C1=O,0.5
C[C@H](O)C#Cc1ccc2c(c1)O[C@H](CN(C)Cc1ccncc1)[C@H](C)CN([C@H](C)CO)S2(=O)=O,1.6

# Additional results
SMILES,TcdB GH inh
CC(=O)N1[C@@H](CO)[C@@H](c2ccc(C3=CCCC3)cc2)C12CN(C(=O)C1CC1)C2,0.9
N#C[C@@H]1[C@H](c2ccccc2C2=CCCC2)[C@H](CO)N1C(=O)NC1CCCC1,-1.8
CCCNC(=O)N(C)C[C@@H]1Oc2ncc(C#CC3CCCCC3)cc2C(=O)N([C@@H](C)CO)C[C@H]1C,-0.3
CCCC(=O)Nc1ccc2c(c1)C(=O)N(C)C[C@@H](OC)[C@H](C)CN(Cc1ccccc1)[C@@H](C)CO2,-3.8
CC(C)NC(=O)N(C)C[C@@H]1Oc2ncc(C#Cc3ccc(C(F)(F)F)cc3)cc2C(=O)N([C@H](C)CO)C[C@@H]1C,0.9
C[C@@H]1CCCCO[C@H](CN(C)CC2CC2)[C@@H](C)CN([C@@H](C)CO)C(=O)c2cc(NS(=O)(=O)c3ccccc3)ccc2O1,-0.3
C[C@H](NC(=O)[C@@H]1[C@@H](CO)[C@@H]2Cn3c(ccc(-c4ccccc4)c3=O)[C@@H]2N1C)c1ccccc1,0.5
C[C@H](CO)N1C[C@H](C)[C@H](CN(C)Cc2ccc3c(c2)OCO3)Oc2ccc(N(C)C)cc2C1=O,-8.4
O=C(NCC[C@H]1CC[C@@H](NC(=O)C2CC2)[C@H](CO)O1)c1cnccn1,0.0
COc1ccc(S(=O)(=O)N(C)C[C@H]2OCCCC[C@H](C)Oc3ccc(NC(=O)Cc4ccccc4)cc3C(=O)N([C@H](C)CO)C[C@H]2C)cc1,0.5
Cc1ccc(S(=O)(=O)Nc2ccc3c(c2)C(=O)N([C@@H](C)CO)C[C@H](C)[C@H](CN(C)C(=O)Nc2ccc(F)cc2)O3)cc1,0.3
C[C@H](CO)N1C[C@H](C)[C@H](CN(C)Cc2ccc(C(=O)O)cc2)Oc2ncc(-c3ccc(C(=O)N(C)C)cc3)cc2C1=O,-1.2
CCCN1[C@@H]2c3ccc(C4=CCCCC4)c(=O)n3C[C@@H]2[C@@H](CO)[C@@H]1C(=O)N(C)C,0.3
COc1ccc(S(=O)(=O)N(C)C[C@@H]2Oc3ccc(NS(=O)(=O)c4ccc(F)cc4)cc3CC(=O)N([C@H](C)CO)C[C@@H]2C)cc1,0.5
O=C(Nc1ccccc1)N1CC(=O)N2[C@H](CO)[C@@H](c3ccc(C#CC4CC4)cc3)[C@@H]2C1,0.4
Cc1cc(C(=O)Nc2cccc3c2O[C@@H](CN(C)Cc2ccccc2)[C@H](C)CN([C@H](C)CO)C3=O)n(C)n1,-1.0
CN1CCCCN2[C@H](C1)[C@H](c1ccc(-c3ccccc3)cc1)[C@@H]2CO,0.8
COCC(=O)N(C)C[C@@H]1Oc2ncc(-c3ccccc3F)cc2C(=O)N([C@H](C)CO)C[C@H]1C,1.7
Cc1noc(C)c1S(=O)(=O)N(C)C[C@H]1OCCCC[C@@H](C)Oc2ccc(N(C)C)cc2C(=O)N([C@H](C)CO)C[C@@H]1C,-6.7
COCC(=O)N1CCC2(CC1)CN(S(C)(=O)=O)[C@@H](CO)c1[nH]c3cc(OC)ccc3c12,0.5
C[C@H]1CN([C@@H](C)CO)C(=O)c2cc(/C=C/c3ccccc3)cnc2O[C@@H]1CN(C)C(=O)c1ccc2c(c1)OCO2,0.2
CN1C(=O)c2cc(NC(=O)C3CCOCC3)ccc2OC[C@H]2O[C@@H](CC(=O)NCc3ccccc3F)CC[C@H]21,-0.3
C[C@@H]1CCCCO[C@H](CN(C)C(=O)Nc2ccc(C(F)(F)F)cc2)[C@@H](C)CN([C@@H](C)CO)C(=O)c2cc(NS(=O)(=O)c3ccccc3)ccc2O1,-6.9
C[C@@H]1CN([C@H](C)CO)C(=O)c2cc(NS(=O)(=O)c3cccs3)ccc2O[C@H]1CN(C)S(C)(=O)=O,-0.4
COc1ccccc1NC(=O)N1CC(=O)N2[C@H](CO)[C@@H](c3ccc(C#CC(C)C)cc3)[C@@H]2C1,-0.3

# Some of the entries so far, with tabs.
mol	TcdB GH inh
CC(=O)N1[C@@H](CO)[C@@H](c2ccc(C3=CCCC3)cc2)C12CN(C(=O)C1CC1)C2	0.9
N#C[C@@H]1[C@H](c2ccccc2C2=CCCC2)[C@H](CO)N1C(=O)NC1CCCC1	-1.8
CCCNC(=O)N(C)C[C@@H]1Oc2ncc(C#CC3CCCCC3)cc2C(=O)N([C@@H](C)CO)C[C@H]1C	-0.3
CCCC(=O)Nc1ccc2c(c1)C(=O)N(C)C[C@@H](OC)[C@H](C)CN(Cc1ccccc1)[C@@H](C)CO2	-3.8
CC(C)NC(=O)N(C)C[C@@H]1Oc2ncc(C#Cc3ccc(C(F)(F)F)cc3)cc2C(=O)N([C@H](C)CO)C[C@@H]1C	0.9
C[C@@H]1CCCCO[C@H](CN(C)CC2CC2)[C@@H](C)CN([C@@H](C)CO)C(=O)c2cc(NS(=O)(=O)c3ccccc3)ccc2O1	-0.3
C[C@H](NC(=O)[C@@H]1[C@@H](CO)[C@@H]2Cn3c(ccc(-c4ccccc4)c3=O)[C@@H]2N1C)c1ccccc1	0.5
C[C@H](CO)N1C[C@H](C)[C@H](CN(C)Cc2ccc3c(c2)OCO3)Oc2ccc(N(C)C)cc2C1=O	-8.4
O=C(NCC[C@H]1CC[C@@H](NC(=O)C2CC2)[C@H](CO)O1)c1cnccn1	0.0
COc1ccc(S(=O)(=O)N(C)C[C@H]2OCCCC[C@H](C)Oc3ccc(NC(=O)Cc4ccccc4)cc3C(=O)N([C@H](C)CO)C[C@H]2C)cc1	0.5
Cc1ccc(S(=O)(=O)Nc2ccc3c(c2)C(=O)N([C@@H](C)CO)C[C@H](C)[C@H](CN(C)C(=O)Nc2ccc(F)cc2)O3)cc1	0.3
C[C@H](CO)N1C[C@H](C)[C@H](CN(C)Cc2ccc(C(=O)O)cc2)Oc2ncc(-c3ccc(C(=O)N(C)C)cc3)cc2C1=O	-1.2

# Next part
SMILES,TcdB GH inh
O=C(NCC[C@H]1CC[C@H](NC(=O)c2ccncc2)[C@H](CO)O1)Nc1ccc(Cl)cc1,0.6
COCC(=O)Nc1ccc2c(c1)[C@H]1C[C@@H](CC(=O)NCc3ccc(-c4ccccc4)cc3)O[C@@H](CO)[C@H]1O2,-0.8
CCCC(O)C#Cc1cnc2c(c1)C(=O)N([C@H](C)CO)C[C@H](C)[C@H](CN(C)S(=O)(=O)c1cccc(OC)c1)O2 (stereo not given in full),-1.5
CCCNC(=O)C[C@H]1CC[C@@H]2[C@@H](COc3ccc(NS(=O)(=O)c4ccccc4C)cc3C(=O)N2C)O1,1.0
CCC(=O)N[C@@H]1CC[C@@H](CC(=O)NCC2CCCCC2)O[C@@H]1CO,2.5
CN(C)C(=O)C[C@H]1CC[C@H]2[C@@H](COc3ccc(NC(=O)C4CCOCC4)cc3C(=O)N2C)O1,0.5
